Screens deposited in PubChem by National Center for Advancing Translational Sciences (NCATS).
AMA1-RON2 inh: inhibitors of Plasmodium falciparum AMA1-RON2 interaction | AlphaScreen AMA1-biotinylated RON2 peptide binding | Potency, µM (highest dose often 58.2 µM), inactives show top-dose activity change, negative = inhibition, hits mostly inhibitors | 360,000 tested, 0.2% active | AID 720542; active means well fitted inhibition curve with a large enough effect; inconclusive means small, poorly fitted or top-dose-only effect; inactive means no such curve, though single readings can be large or run the other way;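 further: potency means the concentration at half of the fitted maximal effect; 0% = vehicle wells and -100% = peptide control; nearly all actives have a fitted effect of over 45% in size; some results filed as inactive show a strong effect at the top dose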
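AMA1 (3D7) with his tag at 25 nM final met compounds first, then biotinylated RON2 peptide at 25 nM; detection used donor plus acceptor beads, 10 µg/mL apiece, read by AlphaScreen after 30 min at room temperature.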
HCMV inh: blocks human cytomegalovirus replication; HFF cells, HCMV-luciferase reporter, 72 h; active compounds read low; activity change, negative = inhibition, % at 57.5 µM; 410,000 tested, 4.5% active; in the data active means activity change below about -60%; inconclusive means no clear call, values can overlap the other calls; inactive means above about -39%
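Two compound doses tested in HFFs infected with HCMV-luciferase, MOI 1 PFU/cell, 72 h at 37C. Lysate luminescence read with OneGlo; data normalized against buffer-only and 10uM Salinomycin inhibitor controls.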
An asterisk follows results filed as active; ? = inconclusive; [ ] = remark or other dose. Unless noted, on the % scale 0 is the no-effect control and ±100 the full control effect. A portion of the library. The share of hits here may be higher or lower than overall.

Each structure is followed by: AMA1-RON2 inh	HCMV inh
CC1(Cc2ccc(C(F)(F)F)o2)C(=O)Nc2cc(-c3ccc(F)cc3F)ccc21 (centres undefined)
  0%	-100*
Cn1ccnc1-c1nnn(-c2ccc(Cl)c(Cl)c2)n1
  17%	2
NC(Cc1ccc(Cl)cc1)c1csc(Nc2cc(Oc3ccccc3)ncn2)n1 (centres undefined)
  71%[activator]	-9
COC(=O)CC(CC(=O)OC)n1cccc1
  -7%	19
Cc1nccn1C(c1ccccc1)c1ccccc1
  13%	-7
Cc1cc(Cl)ccc1N(CC(=O)N(C)Cc1ccccc1)S(C)(=O)=O
  -5%	5
O=C(c1cccs1)N1C[C@H](O)[C@@H](n2cc(C3CC3)nn2)C[C@@H]1c1ccccc1
  19%	10
CCC(C)Sc1nnc(NC(=O)c2ccco2)s1 (centres undefined)
  -2%	28
Oc1c(CN2CCOCC2)cc(CN2CCOCC2)c(O)c1O
  11µM*	-8
COc1cccc(S(=O)(=O)Nc2ccc3c(c2)C(=O)N(C)C[C@H](OC)[C@H](C)CN[C@@H](C)CO3)c1
  10%	56
CCOC(=O)C1CN(Cc2ccccc2)C(=O)C1=O (centres undefined)
  8%	4
O=C(c1ccc([N+](=O)[O-])s1)N1CCN(c2ncccn2)CC1
  1%	-17
COc1ccc(CCNC(=O)C(=O)NCC2OCCN2S(=O)(=O)c2cccs2)cc1OC (centres undefined)
  24%	-6
CNc1cc(C(=O)Nc2cccc(OCc3ccccc3)c2)ncn1
  0%	48
COC(=O)C1=C(C(=O)OC)C2C=CC1C1C(OC(C)=O)C(OC(C)=O)C21 (centres undefined)
  -2%	?
CCCCc1c(-c2ccccc2OC)ncn1CCc1cccc(OC)c1
  -2%	-25
COc1ccc(/C(C)=N/Nc2nc(C)cc(-c3ccccc3)n2)cc1
  62%[activator]	-94*
CCCCC[C@@H]1CCCCC[C@H](O)C[C@H](O)[C@@H](O)/C=C/C(=O)O1
  4%	-28
COC(=O)C1CSC2c3ccccc3C(=O)N12 (centres undefined)
  -18%	76
O=S(=O)(c1cccc(C(F)(F)F)c1)N1Cc2ccccc2-n2nncc2C1
  0%	-6

(continued)
Each structure is followed by: AMA1-RON2 inh	HCMV inh
O=C(NCCNC(=O)Nc1ccc(Cl)cc1)Nc1ccc(Cl)cc1
  16%	11
CCCCn1c(N)c(N(CCOC)C(=O)c2cc(S(=O)(=O)N3CCOCC3)ccc2Cl)c(=O)[nH]c1=O
  -7%	0
COc1cc(C(=O)OCC(=O)Nc2ccccc2)cc2c1OCCO2
  7%	12
CSc1ccc(CN2CCN(C(=O)Cc3ccccc3)CC2)cc1
  ?	-4
COC(=O)c1ccc(-c2nc(CN3CCN(C(=O)c4ccco4)CC3)c(C)o2)cc1
  22%	6
COCCCn1c(=N)c(C(=O)NCc2ccc3c(c2)OCO3)cc2c(=O)n3cccc(C)c3nc21
  0%	29
COc1ccc(NC(=S)Nc2ccc(F)cc2)c(OC)c1
  -28%	-7
c1ccc(CCNCc2ccco2)nc1
  20%	4
COc1ccc(/C=C2/SC(=S)N(CCC(=O)Nc3cccnc3)C2=O)cc1OC
  -4%	-9
CC(C)C(=O)NCCc1nc(-c2ccccc2Cl)no1
  0%	-60*
O=S(=O)(c1ccccc1)N1CCN(S(=O)(=O)c2ccccc2)c2ccccc21
  -12%	4
CC(=O)N(C(C)=O)c1ncn(C)c1S(=O)(=O)Nc1ccccc1
  15%	21
CC(C)S(=O)(=O)N1CCCC(c2cc(C(=O)Nc3ccc(F)c(Cl)c3)no2)C1 (centres undefined)
  2%	17
Cc1cc(=O)[nH]c(NC(=O)Cc2ccccc2)n1
  8%	12
O=C1CCCCC1Nc1ccc([N+](=O)[O-])cc1 (centres undefined)
  0%	-8
CCCC(=O)N1CCCC(c2cc(C(=O)NCc3ccc(F)cc3)no2)C1 (centres undefined)
  -5%	-19
CC1(C)CC(=O)C=C(Nc2ccc(O)cc2)C1
  12%	67
CNc1ncnc2c1ncn2[C@H]1CN(Cc2ccccc2)C[C@@H](CO)O1
  49%[activator]	25
CC(=NNc1ccc([N+](=O)[O-])cn1)c1ccc(N)cc1
  -5%	26
Cc1ccc(S(=O)(=O)N(C)C)cc1NC(=O)COC(=O)c1cccs1
  -2%	-17

(continued)
Each structure is followed by: AMA1-RON2 inh	HCMV inh
CCc1c(Nc2ccccc2C)nc(N)[nH]c1=O
  -4%	91
C=Cc1ccc(Cn2c(C)c(C(=O)NCc3cccc([N+](=O)[O-])c3)sc2=O)cc1
  -19%	-39
CC(C)C1(C2CCCC2)NC(=O)NC1=O (centres undefined)
  2%	-20
CC(C)NC(=O)c1cc(C2CCCCN2C(=O)c2ccccc2)on1 (centres undefined)
  -2%	25
O=C(CNC(=O)c1cccc(-n2cccc2)c1)Nc1ccccc1Br
  -3%	91
CC1(C(=O)Nc2ccccc2)CCN1C(=O)C1(c2ccc(Cl)cc2)CC1 (centres undefined)
  -14%	?
C=C[C@]1(C)C=C2C(=O)[C@@]3(O)OC(=O)[C@@]4(CCCC(C)(C)[C@H]34)[C@@]2(O)CC1
  -16%	-101*
CS(=O)(=O)N(CC(=O)N1CCOCC1)c1cccc(Cl)c1
  2%	-9
COC(=O)c1ccc2c(c1C(=O)OC)CN(S(=O)(=O)C(C)(C)C)[C@H]2CCO
  -5%	18
C[C@H]1CN(S(=O)(=O)C(C)(C)C)[C@H](CCO)/C1=C\c1ccccc1
  0%	-7
CCC(CC)C(=O)N(C)c1c(C)nc2c(OCCC3CCCCC3)cccn12
  1%	-19
COC(=O)C1=C(C)N(CCCC(=O)O)C(=O)NC1c1ccccc1OS(=O)(=O)c1ccc([N+](=O)[O-])cc1 (centres undefined)
  1%	2
CC1(C(=O)NC2CCN(Cc3ccccc3)CC2)CCN1Cc1cc2ccccc2o1 (centres undefined)
  -12%	?
Nc1[nH]c(C(=O)c2ccccc2)c(-c2ccc(F)cc2)c1C(=O)NCCc1c[nH]c2ccccc12
  6%	-27
CN(C(=O)c1cccc(NC(=O)Cc2cccc(NC(=O)C3CCCN(C(=O)c4ccccc4)C3)c2)c1)C1CC1 (centres undefined)
  -3%	10
CCOC(=O)N1CCN(C(=O)C[C@@H]2C[C@@]3(C(=O)OCC)CCCC=C3N(CCc3ccc(OC)c(OC)c3)C2=O)CC1
  0%	-31
CSc1ccc(C(O)c2ncc(-c3ccccc3Cl)[nH]2)cc1 (centres undefined)
  -23%	5
CC1(C)NC(=O)N(CCC(=O)Nc2ccc(C(C)(C)C)cc2)C1=O
  -11%	-9
C[C@@H]1CN([C@H](C)CO)C(=O)c2cc(Br)cnc2O[C@H]1CN(C)C(=O)Cc1ccncc1
  10%	-6
O=C(O)c1ccc([N+](=O)[O-])c2c1C(=O)c1ccccc1C2=O
  3%	-33

Some of the entries so far, as a markdown table.
| smiles | AMA1-RON2 inh | HCMV inh |
| --- | --- | --- |
| CCC(CC)C(=O)N(C)c1c(C)nc2c(OCCC3CCCCC3)cccn12 | 1% | -19 |
| COC(=O)C1=C(C)N(CCCC(=O)O)C(=O)NC1c1ccccc1OS(=O)(=O)c1ccc([N+](=O)[O-])cc1 (centres undefined) | 1% | 2 |
| CC1(C(=O)NC2CCN(Cc3ccccc3)CC2)CCN1Cc1cc2ccccc2o1 (centres undefined) | -12% | ? |
| Nc1[nH]c(C(=O)c2ccccc2)c(-c2ccc(F)cc2)c1C(=O)NCCc1c[nH]c2ccccc12 | 6% | -27 |

(continued)
Each structure is followed by: AMA1-RON2 inh	HCMV inh
Nc1sccc1C(=O)N1CCN(c2ccccc2)CC1
  5%	-30
COc1ccc(C(C(=O)Nc2ccc(F)cc2)N2CCN(c3cccc(C(F)(F)F)n3)CC2)cc1 (centres undefined)
  -4%	-14
c1ccc(COC2COC3C(OCc4ccccc4)COC23)cc1 (centres undefined)
  16%	-2
Cc1cc(=O)[nH]c(SCc2ccc(Cl)cc2)n1
  -16%	-8
Nc1ccc(C(=O)Nc2ccc3c(O)cc(S(=O)(=O)O)cc3c2)cc1
  -17%	-4
CCOc1ccc(-c2cccc(NS(=O)(=O)c3cccc([N+](=O)[O-])c3)c2)nn1
  0%	55
COC(=O)c1ccccc1NC(=O)CSc1nc2ccsc2c(=O)n1Cc1ccc(C(=O)O)cc1
  -14%	-17
Fc1ccc2c(c1)Sc1ccc(Cl)cc1CC2N1CCN(CCC2OCCO2)CC1 (centres undefined)
  -18%	48
Cc1ccc(-c2nc3ccc(Br)cn3c2Cc2ccccc2)cc1
  2%	34
CC1(Cc2cccc(C#N)c2)C(=O)Nc2ccc(-c3cccc(C(F)(F)F)c3)cc21 (centres undefined)
  1%	-97*
COc1ccc(C2NCCCC2c2ccccc2)cc1 (centres undefined)
  6%	-32
CN(Cc1ccccc1)C(=O)c1csc([C@@H]2O[C@H](CO)[C@H](O)[C@H](O)[C@H]2O)n1
  -2%	4
CC(C)NC(=O)N(C)C[C@H]1OCc2cnnn2CCCC(=O)N([C@@H](C)CO)C[C@H]1C
  0%	6
O=C(c1cnc(Cl)c(Cl)c1)N1CCN(S(=O)(=O)c2cccs2)CC1
  -3%	9
CCOC(=O)c1cc(-c2ccccc2)nc2c(O)cccc12
  -20%	?
Cc1ccc(S(=O)(=O)N2CCN(C(=O)COC(=O)/C=C/c3ccc(OC(F)F)cc3)CC2)cc1
  0%	-2
COc1ccc([C@H]2C[C@H](O)[C@@H](n3cc(C4CC4)nn3)CN2C(=O)c2cccs2)cc1
  -1%	-3
CS(=O)(=O)N1c2ccccc2[C@@]2(Br)C[C@H]3C(=O)N[C@@H](Cc4ccccc4)C(=O)N3[C@@H]12
  -5%	-14
O=C1NCN(c2ccccc2)C12CCN(C(c1ccnc3ccccc13)c1nnnn1Cc1ccccc1)CC2 (centres undefined)
  -17%	-16
Cc1ccc(S(=O)(=O)NC(=O)C2(C)CCN2C(=O)Cc2cccs2)cc1 (centres undefined)
  18%	-9

The results go on.
Each structure is followed by: AMA1-RON2 inh	HCMV inh
COc1ccc(S(=O)(=O)N2CCN(C(=O)c3ccccc3Cc3ccccc3)CC2)cc1OC
  -1%	-29
COC(=O)C1=C(C)N(CCCC(=O)O)C(=O)NC1c1cccc(Cl)c1Cl (centres undefined)
  0%	10
OC[C@@H]1CN(Cc2ccc(-c3ccccc3)cc2)C[C@H](n2cnc3c(NCc4ccco4)ncnc32)O1
  -19%	-90*
O=C(Nc1ccc(F)cc1)Nc1nnc([C@H]2C[C@H](O)[C@@H](CO)O2)s1
  0%	30
CN(c1ccccc1)S(=O)(=O)c1ccc(NC(=O)c2ccc(F)cc2)cc1
  1%	-26
CC(C(=O)N1CCCC1)N(c1ccc(Cl)cc1)S(C)(=O)=O (centres undefined)
  0%	-15
Cn1cnc([N+](=O)[O-])c1Sc1nc(N)nc2c1ncn2C1CC(O)C(CO)O1 (centres undefined)
  6%	-82*
COCCNC(=O)C1(C)CCCN(Cc2cccc(F)c2)C1 (centres undefined)
  -5%	4
CN1CCN(c2ccc(S(=O)(=O)N3CCCCC3)cc2NC(=O)CSC(C)(C)C)CC1
  -12%	16
CCCN(C(=O)CSCc1ccc(C)cc1)c1c(N)n(Cc2ccccc2)c(=O)[nH]c1=O
  0%	-10
CC1(C(=O)NCc2ccc(F)c(F)c2)Cc2c(-c3cccc(C(N)=O)c3)ccnc2O1 (centres undefined)
  -4%	-19
O=C1NC[C@@H](CCCCN2C[C@H](Cc3ccc(O)cc3)N(CC3CCCCC3)C(=O)C2=O)N(CCc2ccccc2)C1=O
  2%	23
Cn1c(=O)c2c(nc(CN3CCN(c4cccc(Cl)c4)CC3)n2CCc2ccccc2)n(C)c1=O
  -9%	23
CN(C(=O)c1cccc(NC(=O)Cc2ccc(NC(=O)C3CCCN(C(=O)C4CCC4)C3)cc2)c1)C1CCCC1 (centres undefined)
  8%	-10
CS(=O)(=O)c1ccc(-c2csc(C(O)(c3ccccc3)C(F)(F)F)n2)cc1 (centres undefined)
  -3%	-12
Cn1c(=O)c2cc(NC(=O)Nc3cccnc3)ccc2n1Cc1ccc(Cl)cc1
  -2%	-97*
O=C(O)c1ccc(CN2C[C@@H](CO)O[C@@H](n3cnc4c(NCc5ccc(F)cc5)ncnc43)C2)cc1
  3%	-25
COC(=O)c1ccc2nc(C3CCCCC3)c(Cc3ccc(C)cc3)n2c1
  -12%	12
O=C(NC1CCCC1)C1c2ccccc2OCC(=O)N1CCCN1CCOCC1 (centres undefined)
  3%	5
COc1cccc(C=Cc2nccc3ccccc23)c1OC
  38%[activator]	36

Continuation.
Each structure is followed by: AMA1-RON2 inh	HCMV inh
CN(C)c1nc2c(cnn2C)c(=O)[nH]1
  -11%	0
O=C(c1[nH]c(C(F)(F)F)nc1-c1ccccc1)N1CCOCC1
  -2%	10
O=C1NCC(Nc2ccc(Br)cc2)C(=O)N1 (centres undefined)
  -1%	-12
Cc1c(C(=O)NCc2cccc(C(F)(F)F)c2)sc(=O)n1Cc1cccc(F)c1
  0%	-29
CN1OC[C@@H]2CN(S(=O)(=O)c3cc(Cl)cc(Cl)c3)[C@H](c3ccc(-c4ccc(C#N)cc4)cc3)C[C@@H]21
  0%	19
CCc1nc2c(OCCOC)cccn2c1N(C)C(=O)c1ccc(C)cc1
  2%	-9
CCc1ccc([C@@H]2C[C@H]3[C@@H](CN2S(=O)(=O)c2ccc(C)cc2)C(=O)C[C@@H](c2ccc(C)cc2)N3S(=O)(=O)c2ccc(C)cc2)cc1
  -4%	-15
